High-throughput results deposited in PubChem by The Scripps Research Institute Molecular Screening Center.
TEAD-YAP inh: TEAD-YAP interaction inhibition, primary screen, TEAD-YAP interaction inhibitor project, luminescence, HEK-TIYL cells | TEAD-Gal4/YAP UAS-luciferase luminescence | inhibition, % at 9.12 µM | hit rate 1.4% among 640,000; in the data active = inhibition above about 32%;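 also: 0% = median of test compound wells and 100% = reference inhibitor wells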
MITF primary: MITF inhibitors, primary screen, biochemical, AlphaScreen, human. Microphthalmia-associated transcription factor (Homo sapiens), O75030. AlphaScreen MITF homodimerization, bead proximity signal. inhibition, % at 2.6 µM. hit rate 0.91% among 650,000; in the data active = inhibition above about 50%;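 also: 0% = vehicle wells with protein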
GPR151 ag: activators of human GPR151, primary screen, cell-based, PathHunter beta-arrestin, luminescence; G-protein coupled receptor 151 (Homo sapiens), Q8TDV0; hit rate 1% among 650,000; activation, % at 11.2 µM; AID 1508602, 2020; PathHunter beta-arrestin GPR151 cells; in the data active = activation above about 4.9%;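 also: 0% = median of compound wells and 100% = cells with positive control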
FBW7 act: FBW7 E3 ligase activators, primary screen, biochemical, AlphaScreen, human. normalized activity (activation), % at 26.1 µM. AlphaScreen FBW7–phospho-cyclin E peptide binding, activator screen. AID 1259310, 2017. hit rate 0.13% among 650,000. F-box/WD repeat-containing protein 7 (Homo sapiens), Q969H0; in the data active = normalized activity above about 1.9%;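 also: purified mutant Fbw7 with reduced substrate affinity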
Target sequence (Q969H0 whole entry, looked up): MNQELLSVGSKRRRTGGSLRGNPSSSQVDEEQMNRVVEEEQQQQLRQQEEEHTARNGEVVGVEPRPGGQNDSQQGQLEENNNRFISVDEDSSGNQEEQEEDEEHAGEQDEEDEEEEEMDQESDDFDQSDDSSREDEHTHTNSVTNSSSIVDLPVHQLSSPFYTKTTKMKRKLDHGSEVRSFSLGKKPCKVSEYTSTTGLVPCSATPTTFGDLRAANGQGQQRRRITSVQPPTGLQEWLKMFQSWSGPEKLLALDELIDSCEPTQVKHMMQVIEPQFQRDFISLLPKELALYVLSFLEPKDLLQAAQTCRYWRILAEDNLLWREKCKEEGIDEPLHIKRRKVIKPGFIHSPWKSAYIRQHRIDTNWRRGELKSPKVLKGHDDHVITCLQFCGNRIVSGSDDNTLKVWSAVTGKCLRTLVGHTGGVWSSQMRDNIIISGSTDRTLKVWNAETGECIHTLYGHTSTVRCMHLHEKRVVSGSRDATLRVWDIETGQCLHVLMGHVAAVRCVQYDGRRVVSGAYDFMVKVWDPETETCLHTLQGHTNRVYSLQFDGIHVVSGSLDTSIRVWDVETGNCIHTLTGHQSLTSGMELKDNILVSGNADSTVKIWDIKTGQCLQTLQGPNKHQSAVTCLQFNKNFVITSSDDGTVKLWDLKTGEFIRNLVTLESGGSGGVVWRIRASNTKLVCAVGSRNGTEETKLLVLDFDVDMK
The depositor's hits bear a star; & = joins results of further samples.

structure	TEAD-YAP inh	MITF primary	GPR151 ag	FBW7 act
CCCCSc1nnc2n(-c3ccccc3OC)c(=O)c3c(n12)-c1ccccc1CC31CCCCC1	-3	-7	-1.7	-0.2
O=C(NCCCN1CCCCC1)c1ccc2nc(N3CCCCC3)sc2c1	-48	-3	-0.6	0.7
COC(=O)C1=C(C)NC2=C(C(=O)CC(c3ccc(OC)c(OC)c3)C2)C1c1ccc(F)cc1 (centres undefined)	6	11	0.3	0.4
O=C(c1cn(-c2ccc(Cl)cc2)c(=O)c2ccccc12)N1CCN(Cc2ccccc2)CC1	23	4	0.9	-0.1
Cc1noc(C)c1C(=O)N[C@H](Cn1nc(-c2ccc(F)c(F)c2)ccc1=O)C(C)C	8	7	0.9	0.0
CC1C=CCC2C(=O)N(c3ccc(C(=O)OCC(=O)c4ccc(Cl)cc4)cc3)C(=O)C12 (centres undefined)	-1	5	0.0	0.0
COc1ccccc1CNC(=O)C1(c2cccs2)CCOCC1	1	-10	1.9	0.0
O=S(=O)(NCCOc1ccc(-c2ccc(F)cc2)nn1)c1ccc(F)cc1	24	2	4.8	0.2
CCCCNc1nc2c(c(=O)[nH]c(=O)n2C)n1CC(O)COC(C)C (centres undefined)	0	-2	0.1	-0.1
CC(=O)c1cccc(N2C(=O)CN(S(C)(=O)=O)CC2(C)C(=O)NC2CCCCC2)c1 (centres undefined)	-3	-1	-1.1	0.4
CCOC(=O)N1CCN(Cc2ccc3c(c2)CN(C(=O)C2CCC(=O)N2)CCO3)CC1 (centres undefined)	-3	-15	-1.9	-0.3
O=C1C(=O)N(Cc2ccc(F)cc2)c2ccc(Br)cc21	1	8	1.4	-0.1
CC[C@H](C)[C@@H]1NC(=O)[C@@H]2C[C@H](NCc3ccccc3F)CN2C1=O	-4	6	-0.9	0.1
COc1ccc(NC(=O)c2c(C)noc2C)cc1OC	13	5	-1.1	0.6
CC(C)(C)c1nn2cnnc2n(/N=C/c2ccc(O)cc2)c1=O	2	-21	0.7	-0.1
Cc1cccc(C)c1NC(=O)C1NC(=O)CC1c1ccccc1 (centres undefined)	-12	-6	1.4	-0.1
CCOc1cc(C2NC(=O)N(CC)C(C)=C2C(=O)OC)c(Cl)cc1O (centres undefined)	10	3	1.3	0.0
COCCNC(=S)N1CCN(c2ccc(C(C)=O)cc2)CC1	4	12	1.5	0.0
CCN1C(=O)CC(C(=O)Nc2ccccc2OC)SC1=Nc1cccc(C(F)(F)F)c1 (centres undefined)	-2	-6	-1.0	0.0
COC(=O)c1sccc1N=CC1=C(O)CC(C)(C)CC1=O	2	2	-1.7	0.1
Cc1nc(N)sc1-c1csc(Nc2cccc(C(F)(F)F)c2)n1	-8	52*	0.5	-0.2
COc1ccc(/C=N/NC(=O)CCC(=O)Nc2ccc(Br)cc2)cc1OC	8	8	-1.4	0.0
CN1C(N)=NC(=O)/C1=C/c1ccc(-c2ccc([N+](=O)[O-])cc2)o1	2	-9	0.6	1.4
O=C(Nc1ccc(Oc2ccccc2)cc1)c1cccc(-c2cccs2)c1	-3	-5	-1.6	-0.1
O=C(Cc1ccccc1)Nc1ccc(Oc2cccnc2)cc1	-26	2	-1.4	0.0
Cn1cnc2c1c(=O)n(Cc1ccc(-c3nn[nH]n3)cc1)c(=O)n2C	-7	1	1.2	0.1
COc1ccccc1OCCn1cc(C(=S)N2CCCC2)c2ccccc21	-12	-3	-0.8	-0.4
CN(C)C(=O)Cn1nc2c3ccccc3nc(C3CC3)n2c1=O	-8	11	0.1	0.3
CC(CCc1ccccc1)NC(=O)c1cc(-c2ccccn2)nc2ccccc12 (centres undefined)	14	15	0.5	-0.1
Cc1cccnc1NC(=O)COc1ccccc1Cl	-50	-7	-1.3	-0.1
Cc1ccc(C(=O)Oc2cccnc2)cc1[N+](=O)[O-]	-4	10	-0.2	0.0
CSCCCNCc1c(C(=O)N2CCCCCCC2)nc2ccc(Cl)cn12	-1	3	1.7	-0.1
COc1ccc(C2(CNC(=O)/C=C\c3ccco3)CCCC2)cc1OC	-11	5	1.1	-0.1
Cc1ccc(F)c(CN[C@H]2C[C@H]3C(=O)N[C@H](Cc4ccccc4)C(=O)N3C2)c1	7	11	2.2	0.2
CC1=C(C(=O)Nc2cccc(C(F)(F)F)c2)C(c2ccncc2)C2=C(CCCC2=O)N1 (centres undefined)	-29	8	-0.8	0.5
CCOc1ccccc1Nc1nc(-c2cc(OC)ccc2OC)c(CC(=O)O)s1	-3	4	1.5	0.1
CC1=C(C(=O)Nc2cccnc2)C(c2ccc(O)cc2)n2nnnc2N1 (centres undefined)	5	8	2.1	0.0
CCOc1ccc(NC(=O)COc2ccc(NC(C)=O)cc2)cc1	4	-8	0.2	0.1
CCc1ccc(C2C(C#N)=C(N)Oc3cc(O)ccc32)cc1 (centres undefined)	-3	7	1.2	0.0
COC(=O)N/N=C/c1cn(-c2ccccc2)nc1-c1ccc(OC)c(OC)c1	-2	-12	1.5	-0.3
CC(C)c1ccc(NC(=O)c2cccs2)cc1	-24	2	-4.2	-0.1
Cc1cccc(NC(=O)CC(C)S(=O)(=O)c2ccc3c(c2)OCC(=O)N3)c1C (centres undefined)	7	11	0.7	0.0
Cc1ccc(S(=O)(=O)N(Cc2ccccc2)c2ccccc2C(=O)NCc2ccccc2)cc1	6	4	-0.1	0.1
O=C1C(c2ccc(F)cc2)N(CCC2=CCCCC2)C(=O)CN1C1CCCC1 (centres undefined)	5	4	-0.2	-0.1
Cc1nc2c(C)cccn2c1C(=O)NCc1ccc2c(c1)OCO2	34*	-11	-0.8	0.1
O=C(Nc1cc(=O)[nH]c(=O)[nH]1)c1cc(Cl)ccc1Cl	52*	7	0.9	-0.1
CCOC(=O)c1c(/N=c2\oc3ccc(Br)cc3cc2-c2nc3ccccc3[nH]2)sc2c1CCCC2	-11	-4	-0.2	0.2
CCCC1=Nc2cc(C(=O)N3CCC(C(N)=O)CC3)ccc2Sc2ccccc21	12	17	-1.7	0.0
O=C(NC1CCCCC1)N(C(=O)c1ccc2[nH]c3c(c2c1)CCCC3)C1CCCCC1	7	1	0.0	0.4
Cc1ccc(OCC(=O)NCCc2ccccc2)cc1C	1	5	2.1	0.1
CCOc1ccc(CN2CCN(Cc3cccs3)C(CCO)C2)cc1 (centres undefined)	-9	2	0.8	0.0
Cc1cccc(-n2c(CNC(=O)c3ccc(S(=O)(=O)N4CCOCC4)cc3)nnc2SCC(=O)N2CCCc3ccccc32)c1	-5	8	2.7	0.0
COc1cccc(S(=O)(=O)N2CCc3nc(C)nc(N4CCCCCC4)c3C2)c1	-8	0	2.8	-0.1
COc1ccc(NC(=O)c2cc(-c3ccc(F)cc3)c[nH]2)cc1Cl	-8	3	1.2	0.0
Cc1ccc(NC(=O)C2C3C=CC4(O3)C2C(=O)N(CCCN2CCOCC2)C4C(=O)NC2CCCCC2)cc1Cl (centres undefined)	1	-3	1.0	-0.1
CCOCCn1ccc2c(OCC(=O)c3ccccc3)cccc2c1=O	3	15	-0.3	0.0
O=C(CN1C(=O)c2ccccc2C1=O)N1CCN(CCN2C(=O)c3cccc4cccc(c34)C2=O)CC1	4	1	0.0	0.0
COC(=O)c1c(NC(=O)c2cc3nc(-c4ccc(OC)cc4)cc(C(F)(F)F)n3n2)sc2c1CCC(C(C)(C)C)C2 (centres undefined)	7	12	-0.1	0.1
Cc1ccnc(NC(=O)CN2C(=O)CCc3ccccc32)c1	-9	-1	-1.0	0.0
c1ccc(-c2ccc3nnc(SCc4cccnc4)n3n2)nc1	6	8	0.7	0.6

Another view of four compounds above:
compound: O=C(NCCCN1CCCCC1)c1ccc2nc(N3CCCCC3)sc2c1
- TEAD-YAP inh = -48
- MITF primary = -3
- GPR151 ag = -0.6
- FBW7 act = 0.7
compound: COC(=O)C1=C(C)NC2=C(C(=O)CC(c3ccc(OC)c(OC)c3)C2)C1c1ccc(F)cc1 (centres undefined)
- TEAD-YAP inh = 6
- MITF primary = 11
- GPR151 ag = 0.3
- FBW7 act = 0.4
compound: O=C(c1cn(-c2ccc(Cl)cc2)c(=O)c2ccccc12)N1CCN(Cc2ccccc2)CC1
- TEAD-YAP inh = 23
- MITF primary = 4
- GPR151 ag = 0.9
- FBW7 act = -0.1
compound: Cc1noc(C)c1C(=O)N[C@H](Cn1nc(-c2ccc(F)c(F)c2)ccc1=O)C(C)C
- TEAD-YAP inh = 8
- MITF primary = 7
- GPR151 ag = 0.9
- FBW7 act = 0.0

Carrying on:
structure	TEAD-YAP inh	MITF primary	GPR151 ag	FBW7 act
Cc1cccc(-n2nc3c(c2NC(=O)COc2ccc4ccccc4c2)CS(=O)(=O)C3)c1C	-7	3	4.6	0.0
C=C(C)CN(CC)Cc1ccc([N+](=O)[O-])o1	-2	65*	1.5	-0.2
CCOC(=O)C1(CC2CCCCO2)CCN(C(=O)c2cc3ccccc3o2)CC1 (centres undefined)	0	11	-0.4	0.0
Cc1n(CC(O)COCC2CC=CCC2)c2ccccc2[n+]1C (centres undefined)	8&1	21&6	-0.3&-0.5	0.9&0.1
CCOc1ccc(CC(=O)N(CCCN2CCOCC2)c2nc3ccc(F)cc3s2)cc1	-61	13	-1.2	0.0
CCc1ccc(OCC(O)Cn2c(SCC(=O)O)nc3c2c(=O)[nH]c(=O)n3C)cc1 (centres undefined)	-3	1	0.7	0.0
CCCC(=O)N1CCN(C2=NS(=O)(=O)c3ccccc32)CC1	5	5	0.2	-0.1
O=C(N/N=C/c1cc2c(cc1Br)OCO2)c1ccccn1	-69	-21	1.4	-0.1
CCCc1ccc(-c2ccc(C(=O)Oc3ccc(F)cc3)cc2)nc1	-18	14	1.5	0.0
c1ccc2c(c1)OCC(c1nc(-c3ccc(-c4cn[nH]c4)cc3)n[nH]1)O2 (centres undefined)	-22	-3	1.1	-0.1
CN(C1CCCCC1)S(=O)(=O)c1ccc(C(=O)Nc2nnc(C3=COCCO3)o2)cc1	-8	-11	-0.7	-0.2
COc1ccc(NC(=O)c2nc(-c3ccccc3)n(-c3ccccc3)n2)cn1	8	5	-0.9	0.1
Cc1ccc(S(=O)(=O)CCC(=O)Nc2sc3c(c2C#N)CCCC3)cc1	8	10	1.5	0.0
O=C(c1ccc([N+](=O)[O-])cc1)N(c1ccccc1)c1ccc2ccccc2c1	-3	8	-0.5	-0.4
CCC(C(=O)Nc1ccc(S(=O)(=O)NC(C)=O)cc1)c1ccccc1 (centres undefined)	5	-4	0.5	0.0
CCN(CC)c1ccc(N=Cc2cccc(O)c2O)cc1	7	40	-0.2	-0.1
Cn1ccc(CC(=O)N2CCCC(c3ccn[nH]3)C2)c1 (centres undefined)	5	-2	-1.6	0.1
O=C(Nc1ccc(F)c(F)c1)c1ccc(N2CC3CC(C2)c2cccc(=O)n2C3)c([N+](=O)[O-])c1 (centres undefined)	1	-3	0.3	0.0
O=C1C(=O)N(CC(=O)c2ccccc2C(F)(F)F)c2ccc(Br)cc21	17	0	-0.3	0.0
N#C/C(=C(/O)c1ccc([N+](=O)[O-])cc1)c1nc2ccccc2c(=O)[nH]1	-18	-4	-0.1	0.1
Cc1ccc(S(=O)(=O)N2CCC(C(=O)O)CC2)s1	2	-4	1.2	0.0
CCOC(=O)C(C)(C)Sc1ncnc2c1c(-c1ccccc1)cn2-c1ccc(F)cc1	2	3	0.9	0.0
CCN=Cc1c(C)[nH]n(-c2ccc(C)c(C)c2)c1=O	-30	5	-1.5	0.1
Cc1cc2c(=O)n(Cc3ccc(Br)cc3)cnc2s1	2	-9	-2.0	0.0
CCC(C)n1c(SCSc2nc3c(c(=O)n(C)c(=O)n3C)n2C(C)CC)nc2c1c(=O)n(C)c(=O)n2C (centres undefined)	-4	3	4.2	0.1
COc1ccccc1NC(=O)c1cc(S(=O)(=O)NC2CCCCCC2)ccc1F	2	1	-1.7	0.0
CCOc1ccccc1N=c1c([N+](=O)[O-])nn(-c2ccccc2C)n1O	-3	2	0.7	-0.6
Nc1c(Cl)cc(S(N)(=O)=O)cc1Cl	-10	4	0.3	0.0
O=C(NCc1ccc(Cl)c(Cl)c1)c1cccnc1SCc1cccc(Br)c1	0	-1	-1.7	-0.1
O=C(NCCc1ccc(F)cc1)C(=O)NC1CC1	6	0	0.8	0.0
O=C(NC1CCCCC1)c1ccc(C(=O)NC2CCCCC2)nc1	-1	-9	-1.8	-0.1
Cc1cc(-c2ccccc2)n(-c2cc(N3CCN(C)CC3)ncn2)n1	-7	9	2.5	0.0
Cc1nnc(SCC(=O)NCC2CCCO2)s1 (centres undefined)	-13	15	0.8	0.4
CCN1CCN(C(=O)CCn2c(=S)[nH]c3ccccc3c2=O)CC1	-5	2	-0.9	0.0
Cc1ccccc1OC(=O)OCC(C)C	6	-2	-0.9	0.8
COc1cc(Br)ccc1-n1c(=O)c2ccccc2c2ccccc2c1=O	-5	22	-1.1	0.6

This is a random part of the collection (roughly 3.4% active in at least one column).
